# Bioassay records as filed in PubChem.
# 4MU fluor = compound fluoresces in the 4-MU spectral region | max dye-equivalent concentration, M | compound autofluorescence, 340/450 nm, 4-MU equivalents; active compounds read high | 59,000 tested, 11% active; in the data active = max dye-equivalent concentration above about 10 nM; inconclusive = mostly about 1.1 nM to 9.6 nM
#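 Intrinsic fluorescence at 340/450 nm (ex/em) was read after 15 min at room temperature in pH 8.0, 100 mM Tris. Each compound concentration expressed as 4-MU-equivalent concentration from a six-point 4-MU standard series on each plate.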
# DNA Pol III inh = inhibitors of bacterial DNA polymerase III holoenzyme. Potency, µM (doses to about 57.1 µM), without a hit: at the top dose activity change, negative = inhibition. AID 603. reconstituted DNA polymerase III holoenzyme replication, biochemical. 71,000 tested, 0.25% active; also: potency is read from the fitted curve at half-maximal effect; % is scaled to controls: 0 for no effect and ±100 for the full control effect
#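 Reconstituted *E. coli* holoenzyme (0.35 nM Pol III, 1 nM beta, 154 nM SSB, 2 nM primase) was preincubated with compound for 15 min at RT. Synthesis on 1.4 nM ssM13Gori ran 35 min, then was stopped with PicoGreen/EDTA and read as dsDNA fluorescence.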
# UbGFP stabilizer = inhibits proteasome, raising ubiquitin-GFP reporter fluorescence | Ubiquitin-GFP reporter cells, proteasome inhibition, GFP fluorescence; response scale: untreated = 0%, 10 µM MG-132 = 100% | Potency, µM (series often up to 45.9 µM), inactives show top-dose activation (GFP accumulation), most hits filed as activators | 67,000 tested, under 10 active | AID 526; active = well fitted activation curve with a large enough effect, not every such curve was filed as active; inconclusive = small, poorly fitted or top-dose-only effect, or another doubt; inactive = no such curve, though single readings can be large or run the other way; also: potency is read from the fitted curve at half-maximal effect
#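 U2OS Ub(G76V)-GFP reporter; O/N plating, 0.5% FBS; cpd 46 uM–2.9 nM, 4 h, 37 °C; GFP+ cell count, 488/515 nm; norm. to basal vs 10 uM MG-132; CRC fit.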
# GFP derepression = epigenetic GFP locus derepression in mouse cells; Potency, µM (highest dose often 46.1 µM), for the others: at the top dose GFP derepression (activation); mouse C127i GFP locus derepression, cytometry, 30 h; AID 597; 68,000 tested, 0.09% active; also: % of control where 0% means no effect
#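 Derepression screen: silenced CMV-GFP reporter in murine C127i cells, 30 h compound incubation at 37 C, washed cells imaged by laser-scanning cytometer to enumerate GFP-expressing objects of 20 to 120 um.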
# Hsp90 Hop PPI = changes Hsp90-Hop TPR2A binding signal, up or down; 71,000 tested, 0.44% active; Potency, µM (highest dose often 57 µM), for the others: at the top dose activity change, negative = inhibition; AlphaScreen TPR2A-His6 binding biotin-Hsp90 C-terminal peptide; AID 595; active = well fitted curve in either direction with a large enough effect; inconclusive = small, poorly fitted or top-dose-only effect, or another doubt; also: potency is read from the fitted curve at half-maximal effect; % is scaled to controls: 0 for no effect and ±100 for the full control effect; many of its hits are not listed in these tables
# HBB splice mod = alters splicing of the hemoglobin beta chain | AID 925 | Potency, µM (titrated, usually from 46.1 µM), for the others: at the highest dose activation, most hits filed as activators | 65,000 tested, 0.06% active | HBB splicing reporter cell assay, activation; EGFP reporter with mutant IVS2-654 intron; response scale: normalised to 500 nM splice-correcting PNA; also: potency is read from the fitted curve at half-maximal effect; 0% is about no effect
#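 HeLa cells stably expressing EGFP interrupted by mutant beta-globin intron 2 (IVS2-654), 500/well in 2% FCS. Treated with compound for 2 days at 37C. Splicing correction scored as total well GFP intensity (488 nm excitation, 500-520 nm emission); 500 nM antisense PNA served as control.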
# ALOX15 inhib = 15-hLO (ALOX15) enzyme inhibition; P16050; purified 15hLO-1, xylenol orange hydroperoxide absorbance; Potency, µM (doses to about 57.1 µM), inactives show at the top dose activity change, negative = inhibition, most hits filed as inhibitors; 74,000 tested, 1.4% active; AID 887; also: potency is read from the fitted curve at half-maximal effect; % is scaled to controls: 0 for no effect and ±100 for the full control effect; nearly all actives have a fitted effect of over 55% in size
# Target sequence (P16050 whole entry, looked up): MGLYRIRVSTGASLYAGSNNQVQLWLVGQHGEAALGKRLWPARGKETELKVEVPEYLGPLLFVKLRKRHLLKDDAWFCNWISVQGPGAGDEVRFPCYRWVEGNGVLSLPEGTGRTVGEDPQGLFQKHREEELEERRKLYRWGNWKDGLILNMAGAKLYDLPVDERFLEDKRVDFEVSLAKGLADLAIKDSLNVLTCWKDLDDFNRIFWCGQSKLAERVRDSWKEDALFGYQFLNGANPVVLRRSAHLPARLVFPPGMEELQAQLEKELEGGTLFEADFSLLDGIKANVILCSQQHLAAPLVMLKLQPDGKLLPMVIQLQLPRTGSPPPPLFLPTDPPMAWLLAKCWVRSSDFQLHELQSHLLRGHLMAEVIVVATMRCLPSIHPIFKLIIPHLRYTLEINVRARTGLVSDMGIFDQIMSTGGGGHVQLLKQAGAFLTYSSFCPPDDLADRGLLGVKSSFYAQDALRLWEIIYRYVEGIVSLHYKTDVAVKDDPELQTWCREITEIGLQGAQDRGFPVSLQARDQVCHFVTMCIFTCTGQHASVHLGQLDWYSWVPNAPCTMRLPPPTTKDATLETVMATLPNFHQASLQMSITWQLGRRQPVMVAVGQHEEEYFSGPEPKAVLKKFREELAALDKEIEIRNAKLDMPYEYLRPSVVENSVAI
#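 Inhibition is scored from a chromogenic endpoint. After 15 min enzyme-compound contact, arachidonic acid (50 uM final) reacts 6 min with 40 nM 15hLO-1 at room temperature, then Fe-XO reagent is added for 30 min and absorbance ratio recorded.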
# Fluorescein autfl = compound fluoresces in the fluorescein spectral region. Compound autofluorescence, 480/540 nm, fluorescein-equivalent; active compounds read high. 59,000 tested, 0.91% active. max fluorescein-equivalent concentration, M; in the data active = max fluorescein-equivalent concentration above about 10 nM; inconclusive = between about 1.1 nM and that limit
#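 First, buffer (100 mM Tris, pH 8.0) dispensed; second, compounds and fluorescein standards pinned in; third, 15 min room-temperature incubation; finally, imaging at ex 480 nm/em 540 nm. Fluorescence normalized against the six-point fluorescein curve.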
# Texas Red fluor = compound fluoresces in the Texas Red spectral region | Compound fluorescence, Texas Red channel, 547/618 nm; active compounds read high | max dye-equivalent concentration, M | 59,000 tested, 0.06% active; in the data active = max dye-equivalent concentration above about 10 nM; inconclusive = between about 1.1 nM and that limit
#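 Pin-transferred compounds and Texas Red standards go into 100 mM Tris buffer, pH 8.0. After 15 min at room temperature, plates are imaged with 547/618 nm filters. Each value is a dye-equivalent concentration derived from the per-plate dye curve.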
# HADH2 inh = HADH2 (human) dehydrogenase inhibition | Q99714 | recombinant HADH2, NADH fluorescence, beta-hydroxybutyryl-CoA | Potency, µM (highest dose often 57.1 µM), without a hit: at the highest dose activity change, negative = inhibition, most hits filed as inhibitors | 73,000 tested, 3.4% active; also: potency is read from the fitted curve at half-maximal effect; % is scaled to controls: 0 for no effect and ±100 for the full control effect; nearly all actives have a fitted effect of over 60% in size; many of its hits are not listed in these tables
# Target sequence (Q99714 whole entry, looked up, one chain of several): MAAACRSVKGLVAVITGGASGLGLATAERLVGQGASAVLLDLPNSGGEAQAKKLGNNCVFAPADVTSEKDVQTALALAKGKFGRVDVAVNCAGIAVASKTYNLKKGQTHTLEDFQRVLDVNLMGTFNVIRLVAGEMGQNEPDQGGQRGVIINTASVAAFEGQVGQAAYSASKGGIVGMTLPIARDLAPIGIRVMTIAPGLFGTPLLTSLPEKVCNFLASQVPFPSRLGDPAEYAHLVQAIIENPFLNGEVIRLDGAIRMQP
#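 20 nM HADH2 + cpd, 15 min RT; add 1 mM NAD+/90 uM beta-hydroxybutyryl-CoA; kinetic fluorescence 360/450 nm, 4 min. Tris-HCl pH 9.0, 0.01% Tween-20.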
# Rhodamine fluor = compound fluoresces in the rhodamine spectral region; Rhodamine-region fluorescence, 547/598 nm, Tris buffer; active compounds read high; max dye-equivalent concentration, M; 59,000 tested, 0.05% active; AID 594; in the data active = max dye-equivalent concentration above about 11 nM; inconclusive = between about 1.1 nM and that limit
#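 Intrinsic compound fluorescence, ex 547 / em 598 nm, CCD imager. Tris 100 mM pH 8.0; 15 min RT. Output = rhodamine dye-equivalent concentration at each compound concentration.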
# The depositor's hits bear a star; i = inactive; ? = inconclusive; . = no result given; [ ] = dose if it differs, or a comment. Unless noted, calls follow the shape of the dose curve; as a rule, active = well fitted curve in the direction sought with a large enough effect; inconclusive = small, poorly fitted or top-dose-only effect, or another doubt; inactive = no such curve, though single readings can be large; an effect the other way counts as inactive or inconclusive. This is a subset; the hit share may differ from the screen's.
SMILES,4MU fluor,DNA Pol III inh,UbGFP stabilizer,GFP derepression,Hsp90 Hop PPI,HBB splice mod,ALOX15 inhib,Fluorescein autfl,Texas Red fluor,HADH2 inh,Rhodamine fluor
Cc1noc(C)c1COC(=O)c1ccc2ccccc2n1,i,-6%,1%,2%,2%,0.1%[57.5 µM],0%,i,?,10%,i
Cc1ccc(SCC(=O)N2CCOCC2)cc1,i,-2%,3%,0%,0%,-0.7%,1%,i,i,-2%,i
COc1ccc(C(=O)N(Cc2ccco2)Cc2cccs2)c(O)c1,i,-5%,-8%,13%,-7%,1.7%,-16%,i,?,-23%,i
CCOC(=O)N1CCN(C(c2ccc(F)cc2)c2sc3nc(C)nn3c2O)CC1 (stereo unspecified),.,4%,1%,.,2%,1.2%,-6%,.,.,8%,.
O=C(NCc1ccoc1)c1ccc(NC(=O)c2ccccc2Cl)cc1,i,1%,-3%,3%,-6%,-1.4%,2%,i,i,-6%,i
COc1ccc(C(=O)N(CN2CCCC2=O)c2ccccc2OC)cc1OC,i,3%,13%,-1%,-5%,-1.7%,12%,?,i,6%,i
COc1ccc2c(c1)CCc1c(C(=O)NCc3ccco3)noc1-2,i,-3%,7%,1%,3%,0.1%,-13%,?,i,.,i
CCn1c(=N)n(CC(=O)OC)c2ccccc21,i,-9%,7%,6%,-8%,-0.6%,0%,?,i,9%,i
COc1ccc(OC)c(NC(=O)c2ccc(CN3CCOCC3)cc2)c1,.,-3%,0%,0%,-4%,-1.8%,3%,.,.,-9%,.
COc1ccc(Cc2nnc(NC(=O)Cc3cccs3)s2)cc1OC,i,-16%,-6%,0%,-12%,.,-26%,i,i,13µM*,i
O=C(c1csnn1)N1CCC2(CC1)CN(Cc1cc(C(F)(F)F)cc(C(F)(F)F)c1)C2,i,-5%,-8%,-2%[9.22 µM],-3%,2.2%,3%,i,i,-7%,i
CC(=O)NCCn1c(SCC#N)nc2ccccc2c1=O,i,-2%,7%,0%,2%,0.2%,3%,i,i,10%,i
CC1CC(C(F)(F)C(F)(F)F)n2nc(C(=O)O)cc2N1 (stereo unspecified),i,-6%,-4%,-3%,-5%,-0.6%,1%,i,i,-22%,i
Cc1ccc(NC(=O)c2ccc3ccccc3n2)nc1,i,-1%,5%,0%,13%,1.3%,-9%,?,i,-4%,i
CC(=O)Nc1cc(NC(=O)C2C3C=CC(C3)C2C(=O)O)ccc1Cl (stereo unspecified),i,-2%,4%,2%,-3%,-0.5%,4%,i,i,-4%,i
Cc1nonc1NC(=O)OC1CCCCC1,?,-1%,-3%,0%,4%,0.9%,-1%,i,i,12%,i
COc1ccc(-n2c(Cc3cc(=O)[nH]c(=O)[nH]3)nnc2SCC(=O)Nc2ccccc2)cc1,.,4%,11%,.,1%[2.3 µM],-1.0%,14%,.,.,-3%,.
Cc1ccc(-c2nnc(N3CCN(C(=O)CN4CCOCC4)CC3)c3ccccc23)cc1,i,-1%,1%,0%,-3%,0.2%[0.369 µM],6%,i,i,2%,i
COCc1cc(=O)[nH]c(SCC(=O)Nc2ccccc2)n1,i,-2%,2%,-2%,-2%,1.2%,-1%,i,i,9%,i
COc1ccc(C2C(=O)N(C3CCCCC3)CC(=O)N2Cc2ccco2)cc1 (stereo unspecified),i,0%,7%,-3%,-2%,4.1%,-5%,i,i,-1%,i
CCN1CCN(CCNC(=O)c2ccc(CS(=O)(=O)c3ccccc3C)o2)CC1,i,-6%,-19%,-3%,3%,2.8%,3%,i,i,1%,i
Cc1ccc(C(=O)Nc2ccncc2)o1,i,-4%,-3%,2%,-6%,-4.1%,11%,?,i,-15%,i
CCc1nnc(NC(=O)C2CCCN(c3nc(C)cc(C)n3)C2)s1 (stereo unspecified),i,-1%,1%,-3%,2%,-0.1%[57.5 µM],9%,?,i,-5%,i
O=C(CCCN1C(=O)CCC1=O)Nc1ccc(Cl)c(C(F)(F)F)c1,i,-4%,0%,0%,-1%,0.7%,-4%,i,i,-15%,i
CC(=O)NCCc1nc2ccccc2[nH]1,.,-10%,8%,.,-2%,-0.6%,-1%,.,.,2%,.
CC1(C)Cc2cccc(OCC(=O)Nc3ccccc3N3CCOCC3)c2O1,i,3%,1%,-1%,5%,-3.5%,-30%,?,?,-4%,i
C#CCOc1ccc2c(C)cc(=O)oc2c1,i,0%,-3%,0%,-3%,-1.4%,0%,i,i,3%,i
CCCn1c(OC)nc2c1c(=O)n(C)c(=O)n2C,.,3%,-14%,.,-2%[2.3 µM],-0.5%,-1%,.,.,4%,.
CCC(OC(=O)c1ccco1)C(=O)NCc1ccco1 (stereo unspecified),i,4%,15%,-3%,-1%,.,3%,i,i,-4%,i
CCN(CC)C(=O)CSc1nc2cccnc2n1-c1ccccc1OC,i,-6%,-1%,0%,-1%,-0.4%[57.5 µM],7%,i,i,-2%,i
COCCn1c(=O)c(-c2ccc(OC)cc2)nc2cnc(N3CCOCC3)nc21,4.2e-08M*,-1%,-3%,0%[9.22 µM],-5%,0.6%,-6%,?,i,-5%,i
O=C(CSc1nnc2c3cc(F)ccc3nc(-c3ccccc3)n12)N1CCOCC1,i,3%,1%,-2%,-4%,.,-1%,i,i,4%,i
CN1C=CC=C/C1=C1\SC(=S)N(C2CCCCC2)C1=O,.,-5%[11.4 µM],10%[9.17 µM],-2%,?,-1.4%[0.0738 µM],-24%[11.4 µM],.,.,?,.
c1ccc2c(c1)CCN(c1nc3ccccc3n3cnnc13)C2,.,0%,9%,2%,-11%,-0.5%,-25%,.,.,-11%,.
COC(=O)c1sc(N)c(C(=O)OC)c1CSc1nc2sc3c(c2c(=O)n1C)CCC3,i,-1%,4%,-2%,-5%,-1.5%,?,?,?,?,i
COCCCn1c2nc3ccccc3nc2c2c(=O)n(-c3ccccc3OC)cnc21,3.9e-07M*,-7%,-3%,0%,-1%,-0.9%[57.5 µM],-2%,i,i,i,i
O=C(Oc1ccc2c(c1)OCO2)c1ccc(Br)c(S(=O)(=O)N2CCOCC2)c1,i,0%,0%,0%,-2%,0.9%,9%,i,i,5%,i
O=c1[nH]cnc2scc(-c3ccc(F)cc3)c12,i,-3%,3%,3%,-5%,-0.7%,5%,i,i,-6%,i
Cc1ccc(-c2nc(CS(=O)(=O)CC(=O)NCCCN3CCN(C)CC3)c(C)o2)cc1,.,-4%,3%,-3%,-4%,-1.5%,-4%,.,.,11%,.
CN(C)c1ncnc2ccc(-c3ccccc3C#N)cc12,i,-14%,4%,2%[9.22 µM],?,-1.0%,-1%,i,i,2%,i
Cc1sc2nc3ccc(N4CCCCC4)nn3c(=O)c2c1C,2.7e-08M*,-7%,2%,7%,1%,-0.1%[57.5 µM],-8%,i,i,20µM*,i
CN(Cc1cccs1)S(=O)(=O)c1cccs1,i,-4%,-1%,-2%,3%,-9.7%,-15%,?,i,-7%,i
CCCCC(c1nnnn1Cc1ccco1)N1CCN(C(=O)c2ccco2)CC1 (stereo unspecified),i,-4%,-4%,-3%,41%,1.9%[57.5 µM],-4%,i,i,10%,i
Cc1cc(-n2c(=O)c(C#N)cc3c(=O)n4cccc(C)c4nc32)no1,9.6e-06M*,-6%,0%,2%,-3%,1.9%[57.5 µM],-17%,?,?,3.2µM*,i
NCCCCCCN,.,-1%,.,.,0%,-0.7%,0%,.,.,1%,.
CCn1c(CCC(=O)Nc2cc(F)ccc2C)nc2cc(S(=O)(=O)N(C)C)ccc21,i,6%,11%,-2%,0%,1.1%[1.84 µM],-3%,i,i,23%,i
O=C(Cn1cccc1)N1CCN(C(c2ccccc2)c2ccccc2)CC1,i,-1%,-1%,0%,-17%,-0.6%,-13%,i,i,0%,i
Cc1coc2cc3oc(=O)c4c(c3cc12)CCC4,2.8e-07M*,13%,-3%,-1%,-1%,0.5%,7%,?,?,104%[activator],i
Cc1sc2nc(CSc3nnc(Cc4cccs4)n3C3CCCCC3)[nH]c(=O)c2c1C,i,7%,0%,-3%,-4%,-0.2%[57.5 µM],-6%,?,i,?,i
O=C(CN1C(=O)c2ccccc2C1=O)N1CCOCC1,i,-2%,-1%,6%,-5%,1.9%[0.369 µM],-10%,?,?,-4%,i
Cc1ccc2c(c1)NC(=O)C(CC(=O)NCCCN1CCCC1)O2 (stereo unspecified),.,-5%,-6%,.,-3%[2.3 µM],0.4%,-10%,.,.,-1%,.
